Screening results from PubChem.
RNase H inhibition – RNase H inhibition, HIV 1 Gag Pol polyprotein, FRET biochemical assay, screening (AID 372); HIV-1 RT RNase H, FRET RNA/DNA substrate fluorescence; higher % means a stronger effect; 100,000 compounds, 0.77% hits; inhibition, % at 10 µM, or IC50 in µM where a hit was titrated; in the data active means inhibition above about 50%
* marks the source's active call; other numbers are inactive results.

SMILES	RNase H inhibition
O=C(CN(c1cccc(Cl)c1)S(=O)(=O)c1ccccc1)N1CCc2ccccc2C1	19.0%
O=C(/C=C/c1cccc([N+](=O)[O-])c1)Nc1ccc(N2CCOCC2)cc1	12.0%
C=CCNc1nc(-c2sc(NC(C)=O)nc2C)cs1	2.0%
COc1ccc(NC(=O)Cc2ccc(Br)cc2)cc1	0.0%
Cc1nnc(NC(=O)c2ccc(Oc3ccccc3)cc2)s1	6.0%
O=C(Nc1cc(Oc2ccccc2)cc([N+](=O)[O-])c1)c1cccc(Cl)c1	11.0%
N#C/C(=C/c1ccc(-c2ccc(S(N)(=O)=O)cc2)o1)C(=O)Nc1ccccc1	10.0%
Cc1cccc(-n2c(O)c(C=Nc3ccccc3C)c(=O)[nH]c2=S)c1	6.0%
CCOC(=O)c1c(C)oc2ccc(NS(=O)(=O)c3cc(Cl)ccc3Cl)cc12	6.0%
Cc1ccc(C)c(N2CCN(Cc3cccc(C(F)(F)F)c3)CC2)c1	2.0%
CCN(CC)CCOC(=O)c1oc2c(Br)c(OC)c(Br)cc2c1C	0.0%
N#CC1=C(N)Oc2cc(N)ccc2C1C1CCCCC1 (stereo not given)	11.0%
CCc1ccccc1NC1=C(Cl)C(=O)N(c2ccc(C)cc2)C1=O	21.0%
CNC(=O)c1c(NC(C)=O)sc2c1CCCCC2	29.0%
C/C(=N/Nc1nc(-c2ccccc2)cc(-c2ccccc2)n1)c1ccc(N)cc1	29.0%
COc1cc(/C=N\NC(=O)c2ccc(Br)cc2)ccc1OC(=O)c1cccs1	0.0%
CSc1nnc2c(n1)OC(c1ccccc1)Nc1ccccc1-2 (stereo not given)	3.0%
O=C(Nc1ccc(Br)cc1)c1cccc(S(=O)(=O)N2CCOCC2)c1	0.0%
CCOC(=O)c1c(-c2ccc(C)cc2)csc1NC(=O)c1cc2ccccc2oc1=O	0.0%
CCOc1ccc(C(=O)Nc2ccc(Oc3ccccc3)cc2)cc1	8.0%

Four records picked at random from those above, as already listed:
SMILES	RNase H inhibition
CCOc1ccc(C(=O)Nc2ccc(Oc3ccccc3)cc2)cc1	8.0%
CCc1ccccc1NC1=C(Cl)C(=O)N(c2ccc(C)cc2)C1=O	21.0%
C/C(=N/Nc1nc(-c2ccccc2)cc(-c2ccccc2)n1)c1ccc(N)cc1	29.0%
CCOC(=O)c1c(-c2ccc(C)cc2)csc1NC(=O)c1cc2ccccc2oc1=O	0.0%

(further entries)
SMILES	RNase H inhibition
CC1=C(C(=O)Nc2ccc(Br)cc2)C(c2ccc(C(C)C)cc2)NC(=S)N1 (stereo not given)	24.0%
Cn1c(CNc2ccccc2O)nc2ccccc21	14.0%
O=c1c2ccccc2nc2n1S(=O)(=O)c1ccccc1-2	1.0%
C/C(=N\OCC(=O)N/N=C/c1cc(Br)cc(Br)c1O)c1cccs1	12.0%
CCOC(=O)C1=C(C)NC(=S)NC1c1ccc(OC(=O)c2ccco2)cc1 (stereo not given)	0.0%
Cc1cccc(CN2CCN(C(=O)c3cccs3)CC2)c1	0.0%
COc1cccc(NS(=O)(=O)Cc2ccccc2)c1	3.0%
CCOC(=O)C(CCCCOc1cccc(OC)c1)C(=O)OCC	4.0%
O=C(c1ccc(Cl)c([N+](=O)[O-])c1)N1CCCCCC1	7.0%
CC(C)(C)c1ccc(O)c(N=Cc2cc(Cl)cc(Cl)c2O)c1	5.0%
O=S(=O)(Oc1ccccc1)c1ccc(F)cc1	0.0%
CCOc1ccc(N(CC(=O)N2CCOCC2)S(=O)(=O)c2ccc(Br)cc2)cc1	8.0%
C/C(=N\Nc1nc(C)cc(-c2ccccc2)n1)c1c(F)c(F)c(F)c(F)c1F	0.0%
Cc1cc(C)n(C(=O)c2cccs2)n1	7.0%
CCOC(=O)c1sc(NC(=O)c2cc(OC)cc(OC)c2)c(C(N)=O)c1C	3.0%
Clc1ccc(-c2cnc3ccccc3n2)cc1	6.0%
Cc1cccc(COc2ccc3c(oc(=O)c4ccccc43)c2C)c1	0.0%
C/C(=C1\SC(=S)NC1=O)c1cccc([N+](=O)[O-])c1	9.0%
COc1ccc(N2C(=O)/C(=C\c3cc(OC)c(OC)c(OC)c3)C(=O)NC2=S)cc1	12.0%
COc1cc(/C=C2\C(=O)NC(=S)N(c3ccc(Cl)cc3)C2=O)cc(Br)c1O	13.0%
O=C1c2ccc(Oc3ccc([N+](=O)[O-])cc3)cc2C(=O)N1c1nc2ccccc2s1	11.0%
CCOc1ccc(C(=O)Nc2sc3c(c2C#N)CCCC3)cc1	3.0%
CC(=O)N1CCN(c2ccc(NC(=O)c3cccc([N+](=O)[O-])c3C)cc2)CC1	7.0%
CN(C)S(=O)(=O)Nc1ccc(OCc2ccccc2)cc1	8.0%
CCOc1ccc(C(=O)Nc2ccc(Cc3ccncc3)cc2)cc1Cl	15.0%
O=C(CN1CCOCC1)N(C1CCCCC1)C1CCCCC1	0.0%
O=C(O)CCNC(=O)COc1ccccc1	7.0%
O=C(Nc1ccccc1)Nc1ccc(S(=O)(=O)N2CCCCC2)cc1	10.0%
CC(C(=O)Nc1cccc(NC(=O)c2ccccc2)c1)(c1ccccc1)c1ccccc1	11.0%
CSc1ccc(CN2CCN(C(=O)c3cccs3)CC2)cc1	1.0%
O=C1NN(c2ccccc2)C(=O)/C1=C/c1ccc(F)c(Br)c1	12.0%
Cc1cccc(NC(=O)CCN2C(=O)/C(=C/c3ccccc3Cl)SC2=S)c1	5.0%
COc1ccc2c(c1)C1=C(CC2)C(c2cccc(I)c2)NC(=S)N1 (stereo not given)	13.0%
O=C(O)c1ccc(NC(=O)c2cccc(N3C(=O)c4ccc([N+](=O)[O-])cc4C3=O)c2)cc1	2.0%
COC(=O)C1=CNC=C(C(=O)OC)C1c1cccc(OCc2ccccc2)c1	11.0%
O=C(Nc1ccc2oc(-c3ccc(F)cc3Cl)nc2c1)c1cc2ccccc2o1	13.0%
C=CCNc1nc(-c2ccc(F)cc2F)cs1	14.0%
COc1cc(/C=C2\SC(=S)N(NC(=O)c3ccc(O)c(OC)c3)C2=O)ccc1O	34.0%
CCn1c(C)c(C(=O)OC)c(/C=C2\C(=O)C=Cc3ccccc32)c1O	13.0%
CCN1C(=O)/C(=C/c2ccc(OC(=O)c3ccccc3I)c(OC)c2)SC1=S	8.0%
O=C(O)c1ccc(OCC(O)Cn2cnc3ccccc32)cc1 (stereo not given)	4.0%
COc1cc(-c2nnc(NC(=O)c3ccc(C(C)(C)C)cc3)s2)cc(OC)c1OC	3.0%
N#Cc1c(NC(=S)NC(=O)c2ccccc2)sc2c1CCCC2	10.0%
CCCCc1ccc(/C=C2\C(=O)c3ccccc3C(O)=C2C(=O)OCC)cc1	7.0%
Cc1cccc(NC(=O)CSc2nnc(NC(=O)CN3CCOCC3)s2)c1	6.0%
Cc1cc(C)c(NS(=O)(=O)c2ccc3ccccc3c2)c(C)c1	18.0%
Cc1ccc(C2C(C=O)=C(c3cccs3)Oc3ccccc32)cc1 (stereo not given)	0.0%
CCn1c2ccccc2c2cc(CN3CCN(Cc4ccc(OC)c(OC)c4OC)CC3)ccc21	7.0%
N#C/C(=C\c1c(Cl)cccc1Cl)c1nn(CCO)c(N)c1C#N	9.0%
O=C(Nc1ccccc1)/C(=C\c1cccc([N+](=O)[O-])c1)NC(=O)c1cccc(Br)c1	11.0%

Following part:
SMILES	RNase H inhibition
CCCOc1ccc(-c2ccc(-c3noc(CCC)n3)cc2)cc1	12.0%
Cc1cccc(N=Cc2c(O)n(-c3ccccc3F)c(=O)[nH]c2=O)c1	5.0%
COc1cccc(OCC(=O)NNC(=O)c2cccs2)c1	2.0%
O=C(N/N=C\c1cc(I)ccc1O)c1ccc(Br)cc1	8.0%
Cc1ccc(-c2nc3ccccc3o2)cc1NC(=O)/C=C/c1ccc(Cl)cc1	20.0%
CCN1C(=O)/C(=C/c2cn(-c3ccccc3)nc2-c2cc3ccccc3oc2=O)SC1=S	11.0%
Cc1[nH]n(-c2cccc(Cl)c2)c(=O)c1/C=C1\C=NN=C1c1ccccc1	0.0%
CC1(C)Nc2ccccc2N(Cc2ccccc2)C1=O	5.0%
CCOc1cc(/C=C2/C(=O)NC(=O)N(c3ccc(C)cc3)C2=O)cc(Cl)c1O	13.0%
CCOc1ccc(NC(=O)C2=C(C)NC(=S)NC2c2c(OC)ccc3ccccc23)cc1 (stereo not given)	4.0%
CCCCOC(=O)CCCN1C(=O)S/C(=C\c2ccccc2)C1=S	7.0%
OC(COC1CCCCC1)CN1CCCCC1 (stereo not given)	4.0%
CCc1c(C)c2cc([N+](=O)[O-])c(O)c(C)c2oc1=O	8.0%
Cc1onc(-c2c(Cl)cccc2Cl)c1C(=O)NCc1ccc(Cl)cc1	8.0%
CCOC(=S)N/C(=N/S(=O)(=O)c1ccc(Br)cc1)c1ccccc1	21.0%
O=C(Nc1ccc(I)cc1Cl)c1ccc([N+](=O)[O-])cc1Cl	0.0%
O=c1c2c(nc3cc(-c4ccc(Br)cc4)[nH]n13)CCS2	15.0%
Cc1ccc(NC(=S)N/N=C2\CC(=O)CC(C)(C)C2)cc1	25.0%
COc1cc(OC)c(/C=C2\SC(=S)NC2=O)cc1Br	0.0%
CC(C)(C)c1cc(Br)ccc1OCC(=O)O	0.0%
Cc1ccc(-c2nc3ccccc3o2)cc1NC(=O)COc1ccccc1C	50.0%*
C(=N\n1cnnc1)/c1ccc(OCCOc2ccccc2)cc1	11.0%
Cn1cc(C=C2C(=O)NC(=S)NC2=O)c2ccccc21	13.0%
CCc1ccc(-n2[nH]c(C)c(/C=C3/C=Nc4ccccc43)c2=O)cc1	0.0%
COC(=O)CN1C(=O)/C(=C\c2ccc([N+](=O)[O-])cc2)SC1=S	11.0%
CCOc1ccc(-c2csc(/C(C#N)=C/Nc3ccc(C)cc3C)n2)cc1	13.0%
COC(=O)c1ccccc1NC(=S)NC(=O)c1ccccc1C	24.0%
O=C1C2C3CCC(C3)C2C(=O)N1c1cccc(C(F)(F)F)c1 (stereo not given)	0.0%
Cc1cccc(C(C)C)c1NC(=O)CCCOc1ccccc1	1.0%
CC(=O)NC(=Nc1nc2ccccc2s1)NC(C)=O	2.0%

An excerpt of these results, with bars between the fields.
Compound | RNase H inhibition
CCN1C(=O)/C(=C/c2cn(-c3ccccc3)nc2-c2cc3ccccc3oc2=O)SC1=S | 11.0%
Cc1[nH]n(-c2cccc(Cl)c2)c(=O)c1/C=C1\C=NN=C1c1ccccc1 | 0.0%

Next part
SMILES	RNase H inhibition
Cc1ccc(C(=O)C(NC(=O)c2ccco2)Nc2ccc(Cl)c(Cl)c2)cc1 (stereo not given)	16.0%
Nc1ccc2nn(-c3cc([N+](=O)[O-])ccc3O)nc2c1	4.0%
N#C/C(=C(/O)c1ccc(Cl)cc1Cl)c1nc2ccccc2[nH]1	2.0%
Cc1csc(NC(=O)c2cnccn2)n1	10.0%
COc1cccc(NC(=O)c2ccc(Cl)cc2[N+](=O)[O-])c1	0.0%
Cc1cccc(NC(=O)/C(=C/c2ccc(Br)cc2)NC(=O)c2ccccc2Cl)c1	17.0%
Cc1[nH]n(-c2ccccc2)c(=O)c1C=Nc1ccc(Br)cn1	9.0%
COc1ccc(Br)cc1CNc1ccc(C)c(C)c1	7.0%
CCCCCCCCn1c2c(c(=N)c3c1CCC3)CCCC2	17.0%
CCOC(=O)c1ccc(NC(=O)CN(c2ccc(OC)cc2OC)S(C)(=O)=O)cc1	12.0%

Part of the list above, in markdown:
| canonical_smiles | RNase H inhibition |
| --- | --- |
| Cc1[nH]n(-c2ccccc2)c(=O)c1C=Nc1ccc(Br)cn1 | 9.0% |
| N#C/C(=C(/O)c1ccc(Cl)cc1Cl)c1nc2ccccc2[nH]1 | 2.0% |
| Cc1ccc(C(=O)C(NC(=O)c2ccco2)Nc2ccc(Cl)c(Cl)c2)cc1 (stereo not given) | 16.0% |
| Cc1csc(NC(=O)c2cnccn2)n1 | 10.0% |
| Nc1ccc2nn(-c3cc([N+](=O)[O-])ccc3O)nc2c1 | 4.0% |

(more compounds)
SMILES	RNase H inhibition
CN1CCN(c2nc3ccccn3c(=O)c2/C=C2\SC(=S)N(Cc3ccco3)C2=O)CC1	0.0%
FC(F)(F)c1cc(-c2cccs2)nc2cc(-c3ccccc3)nn12	22.0%
Cc1ccc(C(=O)N/C(=C\c2cccs2)C(=O)NCc2cccnc2)cc1	0.0%
O=C(O)c1cccc2c1NC(c1cccc3ccccc13)C1CC=CC21 (stereo not given)	39.0%
C/C(=N\N=C1\NC(=O)C(CC(=O)Nc2cccc(C)c2C)S1)C(C)(C)C (stereo not given)	0.0%
COc1ccc(Cl)cc1NC(=O)CN(c1ccccc1F)S(C)(=O)=O	6.0%
CCc1cc(=O)oc2c(C)c(OCc3ccc(Cl)cc3)ccc12	5.0%
Cc1cccc(OCC(=O)Nc2ccc(C)c(C)c2)c1	0.0%
O=C(Nc1ccc2oc(-c3ccccc3Cl)nc2c1)c1ccccc1[N+](=O)[O-]	17.0%
COc1ccc(-c2cc(-c3ccccc3)nc(N/N=C/c3ccccc3F)n2)cc1	49.0%
COc1ccc(CNC(=O)C(=O)NCCO)cc1	8.0%
O=C(/C=C/Nc1ccccc1O)c1ccc(Cl)cc1	4.0%
CC/C(C)=N/NC(=O)CNc1ccc(Cl)cc1Br	0.0%
CCOC(=O)C1=C(O)/C(=C/c2cccs2)SC1=Nc1cccc(Cl)c1	14.0%
Cc1ccc(/C=N/Nc2nc(N3CCCCC3)nc(N3CCCCC3)n2)c(C)c1	8.0%
COc1ccc(NC(=O)COc2ccc(C(C)C)cc2)c(OC)c1	8.0%
CCOc1cccc(C2NC(=O)NC(C)=C2C(=O)OCCSCC)c1 (stereo not given)	16.0%
CN1CCN(CC(O)COc2ccc(Cl)cc2)CC1 (stereo not given)	3.0%
CCCCc1ccc(/C=C(\C#N)C(N)=S)s1	23.0%
Cc1cc(C)c2c(=O)[nH]c(SCC(=O)c3ccccc3)nc2n1	11.0%
COCCOC(=O)c1c(C)oc2ccc(OCc3c(F)c(F)c(F)c(F)c3F)cc12	0.0%
O=c1c(Br)c(N2CCCC2)cnn1-c1ccccc1	3.0%
COC(=O)c1ccccc1NC(=S)NC(=O)c1cccc(Br)c1	15.0%
O=C(O)c1ccccc1C(=O)NC1=NN(c2ccccc2)CC1	3.0%
O=C(Cn1c(C(F)(F)F)nc2ccccc21)c1ccc(Cl)cc1	6.0%
CCOc1cc(C(=O)Nc2ccc(N3CCOCC3)cc2)cc(OCC)c1OCC	14.0%
Cc1nc2cc(-c3ccco3)[nH]n2c(=O)c1C	3.0%
Cc1cc(Br)c(NCC(=O)N/N=C/c2cccc(O)c2)c(Br)c1	15.0%
COc1ccc(NC(=O)c2ccc(Cl)cc2)cc1	8.0%

These rows are one share of the data (hit frequency here may not be typical).
